# Hsp70 act: Hsp70 transcriptional activators, primary screen, cell-based, HeLa, Hsp70 promoter luciferase, luminescence, 10 µM | HeLa Hsp70 promoter luciferase reporter; scaled: vehicle 0, proteasome-inhibitor control 100% | activation, % at 10 µM | 0.04% of 200,000 active | AID 1203, 2008;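 active means activation above the mean across all tested compounds plus 3 SD, cutoff set per campaign, cut at about 5.5% in these data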;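 further: 100% = MG132 at 30 µM as the positive control and 0% = DMSO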
# STAT3 act: IL-6 driven STAT3 reporter potentiators, primary screen, U3A cells, luciferase, luminescence, MLSCN library. 0.91% of 190,000 active. activation (% of control), % at 5.6 µM. IL-6 STAT3-luciferase reporter; 100% = signal with IL-6 EC80 alone;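 active means activation above the screen-wide mean of compound activation plus 3 SD, cut at about 130% in these data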;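 further: 0% = background luminescence of wells with medium and substrate only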
#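 Material: STAT3-luciferase reporter U3A cells. Controls: IL-6-treated wells, 100% activation. Read-out: % activation versus median of IL-6-stimulated wells. Probe or stimulus: IL-6 stimulus at 33 ng/mL final. Timing: compound 1 h, then IL-6 6 h at 37 °C. Signal: reporter luminescence signal.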
# DTT redox prof: compounds producing H2O2 with reducing agent – biochemical, NIH compound library profiling, artefact control for MLSCN library redox annotation, primary screen. DTT-dependent redox cycling H2O2, phenol red/HRP absorbance; 100% = 100 µM peroxide control, 0% = buffer. activation, % at 10 µM. 0.03% of 200,000 active;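 active means activation of at least 50% relative to the plate's high and low controls in the primary single-dose screen; inactive means activation below 50%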;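 further: compound incubated with DTT at 0.8 mM final as the reducing agent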
# Efa HMGR inh: inhibitors of E. faecalis class II HMGR, primary screen, biochemical, Enterococcus faecalis. HMG-CoA reductase (Enterococcus faecalis, mvaE). purified E. faecalis HMGR, NADPH absorbance 340 nm kinetic. inhibition, % at 10 µM. 0.41% of 190,000 active. AID 1066, 2008;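 active means inhibition above a set limit, the median over all tested compounds plus 3 SD, cut at about 9.5% in these data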;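 further: enzyme runs in reverse so mevalonate oxidation gives rising NADPH absorbance; 0% = complete reaction with DMSO and 100% = background rate lacking mevalonate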
# STAT1 act: STAT1 signaling activators, primary screen, cell-based, HTS, luciferase reporter; NIH 3T3 STAT1-luciferase reporter, IFN-gamma, luminescence; 100% = IFN-gamma alone, no compound; activation (% of control), % at 5.5 µM; 2.6% of 200,000 active; AID 932, 2007;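 active means activation above the screen-wide mean activation plus 3 SD, cut at about 130% in these data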;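 further: raw ratio to IFN-gamma control signal so 100% means no change and 0% no light; values of inactives mirror those of a sister screen read the other way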
# NF-kB expr up: activators of NF-kB expression in neurons, primary screen, cell-based, HTS | human neuronal cells, NF-kB reporter expression; active compounds read high | fold change at 12.5 µM | 1.6% of 190,000 active | AID 1239, 2008; in the data active means fold change above about 3.3
# STAT1 inh: STAT1 signaling inhibitors, primary screen, cell-based, HTS, luciferase reporter; NIH 3T3 STAT1-luciferase reporter, IFN-gamma, luminescence; inhibition, % at 5.5 µM; 0.35% of 200,000 active; AID 920, 2007;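 active means inhibition above a set limit, the mean inhibition across all tested compounds plus 3 SD, cut at about 34% in these data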;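 further: 0% = IFN-gamma with DMSO and 100% = IFN-gamma with 300 µM nifuroxazide; values of inactives mirror those of a sister screen read the other way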
# APP 5'UTR act: activators of APP 5'UTR luciferase reporter, primary screen, SH-SY5Y cells; SH-SY5Y APP 5'UTR luciferase reporter, luminescence; zero percent = DMSO vehicle wells; 1% of 190,000 active; activation, % at 2 µM; AID 1276, 2008;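 active means activation above a set limit, based on mean plus 3 SD of controls, cut at about 140% in these data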; further: values of inactives mirror those of a sister screen read the other way
# TLR4 MyD88 comp: inhibitors of TLR4-MyD88 association in cells, primary screen, cell-based, HeLa CL3-4, BLA complementation, FRET ratio. Toll-like receptor 4 (Homo sapiens) + Myeloid differentiation primary response protein …. HeLa CL3-4 TLR4/MyD88 BLA complementation. inhibition, % at 8.4 µM. 0.18% of 200,000 active. AID 861, 2007; in the data active means inhibition above about 25%;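 further: 0% = vehicle and 100% = reference inhibitor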
# Target sequence (O00206 whole entry, looked up): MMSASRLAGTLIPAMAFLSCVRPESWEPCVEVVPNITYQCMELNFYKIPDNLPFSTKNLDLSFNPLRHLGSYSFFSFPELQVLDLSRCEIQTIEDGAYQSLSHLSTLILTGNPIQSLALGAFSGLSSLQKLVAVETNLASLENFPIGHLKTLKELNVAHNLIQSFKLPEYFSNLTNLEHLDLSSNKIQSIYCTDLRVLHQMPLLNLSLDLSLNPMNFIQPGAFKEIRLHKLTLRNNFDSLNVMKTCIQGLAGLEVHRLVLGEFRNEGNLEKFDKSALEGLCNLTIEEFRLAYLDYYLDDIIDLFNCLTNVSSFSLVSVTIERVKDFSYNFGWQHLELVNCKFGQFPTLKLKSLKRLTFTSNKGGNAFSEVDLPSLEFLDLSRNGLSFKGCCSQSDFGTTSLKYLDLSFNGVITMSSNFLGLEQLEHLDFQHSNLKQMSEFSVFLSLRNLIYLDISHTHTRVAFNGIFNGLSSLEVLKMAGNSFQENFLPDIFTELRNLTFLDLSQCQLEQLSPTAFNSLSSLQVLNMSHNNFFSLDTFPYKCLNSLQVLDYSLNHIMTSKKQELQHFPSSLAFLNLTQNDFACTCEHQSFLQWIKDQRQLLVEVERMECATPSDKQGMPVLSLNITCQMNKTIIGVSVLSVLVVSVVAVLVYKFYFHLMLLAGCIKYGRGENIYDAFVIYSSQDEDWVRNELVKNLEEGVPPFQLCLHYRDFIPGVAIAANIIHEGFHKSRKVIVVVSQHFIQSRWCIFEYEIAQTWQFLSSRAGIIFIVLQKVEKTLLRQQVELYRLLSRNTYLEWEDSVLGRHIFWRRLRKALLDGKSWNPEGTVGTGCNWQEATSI
# Target sequence (Q99836 whole entry, looked up): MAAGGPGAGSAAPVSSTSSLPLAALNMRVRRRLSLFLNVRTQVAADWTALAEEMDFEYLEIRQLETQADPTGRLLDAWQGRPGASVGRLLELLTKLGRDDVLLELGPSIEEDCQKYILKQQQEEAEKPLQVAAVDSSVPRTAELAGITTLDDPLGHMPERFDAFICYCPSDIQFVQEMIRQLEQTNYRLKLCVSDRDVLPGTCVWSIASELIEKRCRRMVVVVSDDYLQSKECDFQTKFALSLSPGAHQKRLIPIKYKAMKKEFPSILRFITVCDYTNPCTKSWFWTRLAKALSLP
# STAT3 blocker: IL-6 driven STAT3 reporter inhibitors, primary screen, U3A cells, luciferase, luminescence, MLSCN library | inhibition, % at 5.5 µM | IL-6 STAT3-luciferase reporter; host cell line lacks STAT1 | 0.89% of 190,000 active;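 active means inhibition above the mean inhibition across all screened compounds plus 3 SD, cut at about 44% in these data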;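 further: 0% = DMSO only wells and 100% = 100 µM nifuroxazide control wells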
# Starred values were filed as active, the others as inactive; x = no result given.
# Fields – Hsp70 act, STAT3 act, DTT redox prof, Efa HMGR inh, STAT1 act, NF-kB expr up, STAT1 inh, APP 5'UTR act, TLR4 MyD88 comp, STAT3 blocker
CC1(C)CC(NC(=S)Nc2ccc(S(N)(=O)=O)cc2)CC(C)(C)N1
 : -0.3, 97, -0.2, -3, 98, 1, 4, 6, 1, 8
COc1ccc(CNc2oc(COc3ccccc3Cl)nc2C#N)cc1
 : -0.1, 101, 0.0, -2, 104, 0.94, 2, 0, -2, -1
COC(=O)c1c(C)oc2ccc(N(C(=O)Oc3ccccc3)S(=O)(=O)c3ccc(Cl)c([N+](=O)[O-])c3)cc12
 : -0.4, 104, 0.6, -1, 112, 1.1, -14, 8, 10, -2
Cc1ccc(CNC(=O)C2=CCN(S(=O)(=O)c3ccc(C)cc3)CC2)cc1
 : -0.2, 101, 0.8, -2, 93, 0.82, 8, -4, 5, -1
O=C(NCc1nnc(SCC(=O)N2CCc3ccccc32)o1)c1ccco1
 : 0.5, 97, -0.9, -1, 97, 1.4, 4, 19, 5, 8
CC(C)C(C(=O)O)N1CCS(=O)(=O)CC1 (configuration not stated)
 : -0.1, 103, -0.6, -6, 100, 1.1, 0, -8, -9, -2
COc1ccccc1C1CN=NC12CCCc1ccccc1C2=O (configuration not stated)
 : 0.8, 99, -4.8, -5, 99, 0.78, 1, 4, -13, 8
c1ccc2[nH]c(SCc3ccc(-c4nnco4)cc3)nc2c1
 : 0.0, 104, 1.7, -7, 109, 1.9, -9, 38, -3, 1
O=C(c1ccccn1)C1CCCN(Cc2cn[nH]c2-c2cc3ccccc3o2)C1 (configuration not stated)
 : -0.2, 104, 1.0, 3, 99, 0.89, -1, 16, -13, 1
COc1ccc(/C=N/NC(=O)C(O)(c2ccccc2)c2ccccc2)cc1OC
 : -0.2, 97, 0.5, -3, 97, 1.1, 3, -9, -9, 7
N#Cc1cc2c(nc1SCC(=O)N1CCOCC1)CCCCC2
 : -0.4, 106, 0.2, 2, 114, 0.63, -15, x, 8, 0
CCn1cc(Br)c(C(=O)Nc2ccccc2C(=O)OC)n1
 : 0.3, 108, 0.3, -5, 96, 0.92, 1, -17, 17, -5
COc1ccc(-n2c(SCC(=O)Nc3sc4c(c3C#N)CCCC4)nnc2-c2ccc(O)cc2)cc1
 : -0.1, 97, 0.1, 5, 101, 1, -1, 6, -2, 8
CCOC(=O)c1cn(CC)c2cc(N3CCCCC3)c(F)cc2c1=O
 : 0.5, 98, -0.6, x, 96, x, 4, -5, -7, 6
CCC(=O)OCCn1c(Br)nc2c1c(=O)[nH]c(=O)n2C
 : -0.4, 97, -0.3, x, 111, 1.8, -12, -2, -9, 6
Cc1ccc(OCCCCNC2CCCCC2)c(C)c1
 : -0.4, 106, -0.4, -2, 102, 1.1, -3, 5, 3, 6
CCn1c2ccccc2c2cc(NC(=O)CSc3nnc(-c4ccccc4OC)n3N)ccc21
 : -0.3, 108, 2.2, -5, 102, 0.67, -3, 4, 0, -7
CCc1cccc(CC)c1NC(=O)NC1CCCCC1
 : 0.1, 101, 0.4, 4, 102, 0.89, -2, 1, -11, -3
O=C(CSc1nc2ccccc2c(=O)n1NC(=O)Cc1ccccc1)NCc1ccccc1Cl
 : 0.2, 98, -6.5, -2, 101, 0.99, -1, 9, -6, 6
COc1cc(/C=C(\NC(C)=O)C(=O)Nc2ccccc2C)ccc1OC(C)=O
 : -0.2, 100, 0.6, 0, 95, 0.88, 5, 9, -4, -1
Cc1c(C(=O)N2CC(C)OC(C)C2)sc2nc(-c3ccc(F)cc3)cn12 (configuration not stated)
 : -0.4, 87, 3.1, -3, 106, 0.82, -6, 2, 9, 19
COCCNc1ccc(S(=O)(=O)N2CCCC2)cc1[N+](=O)[O-]
 : -0.3, 112, -1.1, 0, 104, 1.2, -3, 0, -1, -15
NC1=NC(=O)CC(C(=O)NCc2ccccc2)S1 (configuration not stated)
 : -0.3, 97, 1.4, -4, 98, 1, 2, -11, -4, 7
O=C(NCCc1c[nH]c2ccccc12)/C(=C/c1ccco1)NC(=O)c1ccco1
 : 0.1, 102, -1.0, -5, 93, 1.1, 7, 3, 9, 5
C/C(CC(=O)Nc1ccc(Cl)c(C(F)(F)F)c1)=N\NC(N)=S
 : 0.0, 89, -0.2, -3, 94, 1.8, 5, 26, -6, 16
Cc1cc(C)cc(NC(=O)N2CCCCCCC2)c1
 : -0.4, 99, -0.3, 2, 89, 1.1, 11, 4, 5, 1
COc1ccc(O)c(CNc2ccccc2F)c1
 : -0.1, 86, -0.6, -1, 103, 0.91, -5, -2, -4, 19
COc1ccc(Oc2cc(C)nc(Cl)n2)nn1
 : -0.3, 97, -0.6, -2, 100, 1.4, 1, 0, -1, 4
O=C(Nc1ccccc1)C1=C[C@H](c2coc3ccccc3c2=O)C[C@H](OCCCCO)O1
 : 0.5, x, 0.3, -1, 104, 0.8, -3, 3, -6, x
Cc1ccc(OCCSc2ncnc3sc(C)c(C)c23)cc1C
 : 0.0, 103, -2.4, -4, 99, 1.1, 1, -7, -8, 8

# Reprinted from the part before: 6 entries, followed by the next part.
# Fields – Hsp70 act, STAT3 act, DTT redox prof, Efa HMGR inh, STAT1 act, NF-kB expr up, STAT1 inh, APP 5'UTR act, TLR4 MyD88 comp, STAT3 blocker
C/C(CC(=O)Nc1ccc(Cl)c(C(F)(F)F)c1)=N\NC(N)=S
 : 0.0, 89, -0.2, -3, 94, 1.8, 5, 26, -6, 16
Cc1cc(C)cc(NC(=O)N2CCCCCCC2)c1
 : -0.4, 99, -0.3, 2, 89, 1.1, 11, 4, 5, 1
COc1ccc(O)c(CNc2ccccc2F)c1
 : -0.1, 86, -0.6, -1, 103, 0.91, -5, -2, -4, 19
COc1ccc(Oc2cc(C)nc(Cl)n2)nn1
 : -0.3, 97, -0.6, -2, 100, 1.4, 1, 0, -1, 4
O=C(Nc1ccccc1)C1=C[C@H](c2coc3ccccc3c2=O)C[C@H](OCCCCO)O1
 : 0.5, x, 0.3, -1, 104, 0.8, -3, 3, -6, x
Cc1ccc(OCCSc2ncnc3sc(C)c(C)c23)cc1C
 : 0.0, 103, -2.4, -4, 99, 1.1, 1, -7, -8, 8
COc1ccc(CNc2nc(S(=O)(=O)c3ccccc3)c(Cl)s2)cc1OC
 : -0.1, 92, -0.2, -8, 93, 0.86, 8, -9, 8, 12
O=[N+]([O-])c1cn(-c2nc(-c3ccco3)cc(C(F)(F)F)n2)cn1
 : -0.1, 98, 0.1, -3, 98, 1.3, 2, -16, 2, 8
CC(=O)Oc1ccc(N2C(=O)C3C4C=CC(C5CC45)C3C2=O)cc1[N+](=O)[O-] (configuration not stated)
 : -0.3, 110, 0.3, 2, 99, 1.4, 2, -5, 1, -7
O=C(CNC1=NCCC1)c1ccc2c(c1)OCCO2
 : -0.3, 109, -0.7, -2, 97, 0.98, 4, -12, 2, -8
Cc1cccc(-c2noc(Cc3ccc(Cl)cc3)n2)c1
 : -0.2, 106, 1.4, -5, 114, 1.8, -15, 30, 4, -2
Cc1cn(C(=O)C(C)N2C(=O)c3ccccc3C2=O)c(C)n1 (configuration not stated)
 : -0.3, 103, 0.0, -3, 98, 1.4, 1, 11, -9, -2
Cc1nnc(SCC(=O)Nc2cccc(C(F)(F)F)c2)[nH]c1=O
 : 0.3, 106, -0.7, -3, 101, 1.1, -1, 11, -3, -2
O=C(NCc1ccccn1)c1cccc([N+](=O)[O-])c1
 : -0.3, 96, 3.2, -3, 106, 0.98, -7, x, -4, 10
Cc1ccc(C)c(NC(=S)NCc2ccc3[nH]c4c(c3c2)CCCC4)c1
 : 0.2, 99, 1.3, -7, 105, 0.82, -5, -47, 2, 0
CCOC(=O)CCc1c(C)c2ccc(OCC)c(C)c2oc1=O
 : 0.5, 97, 0.1, -3, 97, 1.1, 4, 13, -1, 6
O=C(NC(=S)Nc1ccccc1)c1cc(-c2ccccc2)nc2ccccc12
 : -0.1, 99, -2.7, 4, 98, 0.9, 2, -20, 5, 7
COc1ccccc1-c1cc(C(F)(F)F)nc(N2CCOCC2)n1
 : -0.1, 107, -0.7, -11, 97, 0.96, 3, 2, -12, -6
CCCCN(C)C(=O)c1cn(C)c2ccc(S(=O)(=O)N(C)C)cc2c1=O
 : -0.4, 100, -0.2, -2, 96, 1.3, 4, 21, -11, 5
CN(C)C(CNS(=O)(=O)c1ccc(F)cc1)c1cccnc1 (configuration not stated)
 : -0.2, 93, -0.2, -5, 83, 0.87, 18, 0, 1, 17
Brc1cccc(/C=N/Nc2nc(N3CCCCC3)nc(N3CCCCC3)n2)c1
 : -0.4, 109, -0.6, -2, 91, 1, 10, -12, 1, -4
Cc1cc(N)n2nc(C)c(-c3ccc(Cl)cc3)c2n1
 : 0.1, 85, -1.3, 4, 109, 0.9, -12, 2, 4, 22
Cc1ccc2nc(Cl)c(CN(C(=O)c3cnccn3)C3CCCCC3)cc2c1
 : 0.1, 103, 1.1, -11, 104, 0.85, -5, 5, 2, 0
Fc1ccc(NC(=S)NCCN2CCOCC2)c(F)c1F
 : 0.3, 96, -1.2, -8, 105, 1.5, -5, 11, -10, 13
O=C(O)CSc1cccc2cccc(C(=O)O)c12
 : -0.3, 99, -3.4, -9, 97, 1.1, 4, 11, 14, 2
Cc1ccnc2nc(C(=O)OCC(=O)NC(=O)NCc3ccco3)nn12
 : 0.0, 94, -2.4, -1, 93, 1.3, 7, 8, 5, 8
CC(=O)c1cccc(S(=O)(=O)NCCC(=O)O)c1
 : 0.0, 105, -2.2, 0, 100, 1.1, 0, 8, -19, -4
CCOC(=O)C1=C(O)/C(=C/c2cn(CC(=O)N3CCCC3)c3ccccc23)SC1=Nc1ccccc1
 : -0.1, 112, 0.5, 5, 103, 0.98, -4, 4, 12, -11
O=C(Nc1ccnc(-c2ccncc2)n1)c1ccc(F)cc1
 : 0.0, 98, -0.6, -5, 101, 1.2, -3, 3, -8, 4
CCC(=O)c1ccc(CCCCCC(=O)O)s1
 : 0.3, 107, -1.1, 1, 100, 1.3, 1, 12, -2, 0
Cc1c(NC(=O)/C(C#N)=C/c2ccc(-c3cc(Cl)ccc3Cl)o2)c(=O)n(-c2ccccc2)n1C
 : -0.1, 110, 0.6, 1, 102, 0.62, -2, -1, -6, -17
CCCCC(=O)Nc1ccc(C(=O)N2CCN(c3ccccc3OC)CC2)cc1
 : -0.5, 101, 1.5, -5, 108, 1, -9, -69, 2, 3

# Individual results from the results shown:
# COc1ccc(/C=N/NC(=O)C(O)(c2ccccc2)c2ccccc2)cc1OC in STAT3 act reads 97
# Cc1ccc(C)c(NC(=S)NCc2ccc3[nH]c4c(c3c2)CCCC4)c1 in TLR4 MyD88 comp reads 2

# Source: PubChem (several laboratories)

# Rows are unselected; any-hit rate near 5.6%.
